TcdB inh = inhibitors of Clostridioides difficile toxin B glycohydrolase; P18177; TcdB glycohydrolase enzymatic assay, plate reader; inhibition, % at 9.99 µM; 350,000 tested, 0.24% active; in the data active = inhibition above about 10%
Target sequence (P18177 whole entry, looked up): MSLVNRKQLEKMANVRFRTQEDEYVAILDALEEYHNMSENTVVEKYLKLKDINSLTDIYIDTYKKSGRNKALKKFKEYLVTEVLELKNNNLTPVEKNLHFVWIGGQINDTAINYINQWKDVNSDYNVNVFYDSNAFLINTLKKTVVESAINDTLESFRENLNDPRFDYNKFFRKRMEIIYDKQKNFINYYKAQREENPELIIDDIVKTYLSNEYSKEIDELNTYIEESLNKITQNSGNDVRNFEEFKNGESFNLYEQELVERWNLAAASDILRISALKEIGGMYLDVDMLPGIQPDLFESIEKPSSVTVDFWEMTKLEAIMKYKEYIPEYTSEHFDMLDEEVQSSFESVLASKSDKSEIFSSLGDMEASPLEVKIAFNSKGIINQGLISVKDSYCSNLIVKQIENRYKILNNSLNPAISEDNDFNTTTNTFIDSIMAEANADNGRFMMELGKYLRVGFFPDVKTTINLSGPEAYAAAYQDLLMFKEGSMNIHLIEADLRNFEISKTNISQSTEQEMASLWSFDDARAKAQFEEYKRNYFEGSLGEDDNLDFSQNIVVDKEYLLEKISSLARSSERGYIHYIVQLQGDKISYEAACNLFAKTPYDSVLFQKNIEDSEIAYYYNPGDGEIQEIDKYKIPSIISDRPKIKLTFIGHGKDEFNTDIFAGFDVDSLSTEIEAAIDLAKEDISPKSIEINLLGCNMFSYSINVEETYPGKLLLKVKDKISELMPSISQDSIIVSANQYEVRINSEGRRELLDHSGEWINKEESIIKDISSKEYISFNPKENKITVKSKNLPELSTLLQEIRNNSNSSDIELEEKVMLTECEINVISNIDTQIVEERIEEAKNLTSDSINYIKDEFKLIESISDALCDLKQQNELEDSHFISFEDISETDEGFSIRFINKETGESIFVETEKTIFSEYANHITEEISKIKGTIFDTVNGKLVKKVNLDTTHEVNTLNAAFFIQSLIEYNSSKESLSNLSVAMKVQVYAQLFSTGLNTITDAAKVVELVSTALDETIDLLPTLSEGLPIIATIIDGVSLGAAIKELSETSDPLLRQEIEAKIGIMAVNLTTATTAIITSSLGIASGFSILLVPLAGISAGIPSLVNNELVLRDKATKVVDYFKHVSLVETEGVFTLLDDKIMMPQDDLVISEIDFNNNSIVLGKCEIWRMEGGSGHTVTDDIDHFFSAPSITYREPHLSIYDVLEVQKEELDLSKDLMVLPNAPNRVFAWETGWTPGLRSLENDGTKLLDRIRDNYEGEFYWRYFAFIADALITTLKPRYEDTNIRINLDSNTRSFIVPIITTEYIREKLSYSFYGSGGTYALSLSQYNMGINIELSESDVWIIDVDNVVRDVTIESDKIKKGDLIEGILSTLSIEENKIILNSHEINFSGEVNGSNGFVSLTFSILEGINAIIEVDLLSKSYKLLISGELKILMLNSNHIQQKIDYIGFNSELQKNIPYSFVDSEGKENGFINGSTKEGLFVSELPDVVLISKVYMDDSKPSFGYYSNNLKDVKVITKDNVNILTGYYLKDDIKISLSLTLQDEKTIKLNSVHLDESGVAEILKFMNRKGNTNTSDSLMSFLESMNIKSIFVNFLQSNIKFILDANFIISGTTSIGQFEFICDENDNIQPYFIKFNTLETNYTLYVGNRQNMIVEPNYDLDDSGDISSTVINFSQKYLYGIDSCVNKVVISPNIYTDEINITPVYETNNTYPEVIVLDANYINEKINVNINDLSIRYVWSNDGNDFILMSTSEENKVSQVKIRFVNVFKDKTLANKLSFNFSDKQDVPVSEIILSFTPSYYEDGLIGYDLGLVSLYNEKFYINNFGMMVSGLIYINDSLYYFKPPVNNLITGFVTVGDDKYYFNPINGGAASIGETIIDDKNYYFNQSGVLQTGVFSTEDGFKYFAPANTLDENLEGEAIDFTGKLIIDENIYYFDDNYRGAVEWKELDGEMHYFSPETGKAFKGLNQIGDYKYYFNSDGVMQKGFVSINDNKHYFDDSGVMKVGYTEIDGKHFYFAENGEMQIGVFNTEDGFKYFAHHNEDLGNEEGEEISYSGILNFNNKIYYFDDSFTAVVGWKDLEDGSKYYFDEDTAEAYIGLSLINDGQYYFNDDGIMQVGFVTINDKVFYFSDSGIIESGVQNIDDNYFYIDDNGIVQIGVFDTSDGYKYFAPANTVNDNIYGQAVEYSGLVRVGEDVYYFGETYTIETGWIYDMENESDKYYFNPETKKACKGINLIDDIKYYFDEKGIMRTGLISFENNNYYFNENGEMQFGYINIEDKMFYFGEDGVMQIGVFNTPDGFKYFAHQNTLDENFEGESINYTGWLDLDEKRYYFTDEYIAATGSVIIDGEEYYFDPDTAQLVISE
CCHFV vOTU inh = CCHFV vOTU protease inhibition | 370,000 tested, 0.55% active | inhibition, % at 11.5 µM | Pep-AMC fluorescence; in the data active = inhibition above about 30%; note: 0% = vehicle wells with enzyme and 100% = no enzyme wells
Starred values were filed as active, the others as inactive; & = joins results of further samples.

SMILES	TcdB inh	CCHFV vOTU inh
COc1ccc(C(C(=O)NC2CCCCC2)n2c(=O)c(-c3cc4ccccc4[nH]3)nc3ccccc32)cc1 (stereo not drawn)	0.3	-10.5
CC(C)C[C@H](NC(=O)N1CCOCC1)C(=O)N1CCC[C@H]1C(=O)NCc1ccccc1	1.0	10.8
CCCCCN(C(=O)Cc1c(C)n(CCCCC)c2ccccc12)c1ccc(Oc2cccnc2)c(C)c1	0.7	8.1
CCCCc1c(-c2ccccc2OC)ncn1Cc1ccc([N+](=O)[O-])cc1	1.1	11.4
COC(=O)C[C@@H]1C=C[C@H](NC(=O)Nc2cc(F)ccc2F)[C@@H](CO)O1	0.9	5.2
Cc1ccc(S(=O)(=O)N2C(c3ccccc3)CC(=O)C3CN(S(=O)(=O)c4ccc(Cl)cc4)C(c4ccccc4)CC32)cc1 (stereo not drawn)	0.6	28.1
O=C1NC(Cc2ccccc2)c2nc3cc(F)ccc3c(=O)n2-c2cc(Cl)ccc21 (stereo not drawn)	1.9	-3.3
Cc1ccc(S(=O)(=O)N2[C@@H](CCO)OC[C@H]2C(C)C)cc1	0.8	-2.6
CC[C@H](C)[C@H]1CNC(=O)C(=O)N1CC1CCN(CC(C)C)CC1	-0.5	-5.1
COc1ccccc1-n1cc(CN2CCc3onc(-c4ccc(Br)cc4)c3C2=O)nn1	1.5	7.2

Given field by field: 4 of the compounds above.
SMILES: Cc1ccc(S(=O)(=O)N2C(c3ccccc3)CC(=O)C3CN(S(=O)(=O)c4ccc(Cl)cc4)C(c4ccccc4)CC32)cc1 (stereo not drawn)
  TcdB inh: 0.6; CCHFV vOTU inh: 28.1
SMILES: O=C1NC(Cc2ccccc2)c2nc3cc(F)ccc3c(=O)n2-c2cc(Cl)ccc21 (stereo not drawn)
  TcdB inh: 1.9; CCHFV vOTU inh: -3.3
SMILES: Cc1ccc(S(=O)(=O)N2[C@@H](CCO)OC[C@H]2C(C)C)cc1
  TcdB inh: 0.8; CCHFV vOTU inh: -2.6
SMILES: CC[C@H](C)[C@H]1CNC(=O)C(=O)N1CC1CCN(CC(C)C)CC1
  TcdB inh: -0.5; CCHFV vOTU inh: -5.1

New compounds follow:
SMILES	TcdB inh	CCHFV vOTU inh
Cc1ccc(C(=O)N(C)[C@H]2C[C@H]3c4[nH]c5c(-c6ccccc6)cccc5c4CCN3C(=O)[C@H]2[C@H](C)O)cc1	-0.8	20.5
COc1ccc(C)cc1N	-0.6	1.3
C[C@H]1CNCCN1c1ccc(N2CC[C@H](O)C2)c(C#N)c1	-23.5	13.3
COC(=O)c1cc2c(c3c4cc(OC)ccc4n(C(=O)c4ccccc4)c13)C(=O)N(C1CCCCC1)C2	0.9	2.9
C[C@@H]1CN(c2ccc(N3CCNC[C@@H]3C)cc2C#N)CCN1Cc1ccccc1	1.5	-9.7
C#CCNC(=O)C[C@@H]1C[C@@]2(C(=O)OC)CC(C)(C)CC=C2N(Cc2ccco2)C1=O	-0.2	10.8
CCCN1C[C@@H](C)[C@@H](OC)CN(C)C(=O)c2ccc(NC(=O)c3cccc(F)c3)cc2OC[C@H]1C	-0.2&0.1	4.0
CO[C@@H]1CN(C)C(=O)c2cc(NC(=O)NC3CCCCC3)ccc2OC[C@@H](C)N(CCc2ccccc2)C[C@@H]1C	-1.8&0.2	9.5
COc1ccccc1C(=O)N1CCN(C(=O)[C@@H](Cc2ccccc2)NC(=O)[C@H]2O[C@@H](n3ccc(=O)[nH]c3=O)[C@H](O)[C@@H]2O)CC1	-7.0	14.0
Nc1sc(-c2ccccc2)cc1C(=O)NCCN1CCOCC1	8.5	7.4
COC(=O)C1=C(C)N(Cc2ccc(F)cc2)C(=S)NC1c1ccc(F)cc1 (stereo not drawn)	1.7	7.6
C[C@H]1CN([C@@H](C)CO)C(=O)CCCn2nncc2CO[C@@H]1CN(C)CC1CC1	1.0&0.8	3.7
Cc1[nH]nc2c1C(c1ccc(Br)cc1)N(c1ccccc1)C2=O (stereo not drawn)	1.5	-10.1
CC1(C)CC(=O)C=C(C#CC2CC2)C1	-1.8	-0.3
O=C(NCCN1CCC2(CC1)C(=O)NCN2c1ccccc1)c1ccc(Cl)c(Cl)c1	-0.4	8.9
O=Cc1cc([B-](F)(F)F)cs1	-4.8	9.9
COc1ccc2c(c1)[C@]1(C(=O)N2C)C2=C(CCCC2=O)Oc2cc(C)oc(=O)c21	1.6	-0.6
O=C(C(=O)N1CCN(c2ccccc2)CC1)c1ccccc1	0.2	-9.6
CC(=O)N1C[C@@H](CN2C(=O)CCC2=O)[C@@H]2C[C@H]1c1ccccc1N2C	0.8	-7.2
CC(C)C[C@H](NC(=O)c1cccs1)C(=O)N1CCC[C@H]1C(=O)NCc1ccccc1	-0.5	-5.3
C[C@@H]1COc2cccc(N3CCCC3)c2S(=O)(=O)N1	0.6	1.8
CO[C@@H]1CN(C)C(=O)c2ccc(NC(=O)C3CCC3)cc2OC[C@H](C)N(CC2CCCCC2)C[C@H]1C	0.0&1.4	8.0
COCCNC(=O)c1cc(-c2ccccc2)sc1N	0.3	7.4
COC(=O)C1=CN(c2ccc(Oc3ccccc3)cc2)C(N)=C(C#N)C1c1ccc(-c2ccccc2)cc1 (stereo not drawn)	-6.8	18.0
COc1ccc(CCc2nc3ccccc3n2C(CCc2ccccc2)c2nc3ccccc3[nH]2)cc1 (stereo not drawn)	1.4	-10.5
COC(=O)c1cc2c(c3c4cc(C)ccc4n(S(=O)(=O)c4cccc(C)c4)c13)C(=O)N(C)C2	-9.9	7.3
C[C@@H]1ON(C)[C@H]2C[C@H]3c4cc(-c5ccccc5)ccc4CCN3C[C@@H]12	2.1	-1.0
CC(C)NC(=O)C1C(c2ccc(C(F)(F)F)cc2)=Nc2ccccc2N1C(=O)c1ccccc1 (stereo not drawn)	-0.9	18.4
COC(=O)[C@]12CCCCC=C1N(Cc1ccc3c(c1)OCO3)C(=O)[C@H](CC(=O)NCc1ccccc1)C2	-0.2	0.2
CC(C)CC(=O)c1c(O)cc(O)c2c1OC1=C(C(=O)C(C)(C)C(=O)C1(C)C)C2CC(C)C (stereo not drawn)	-0.2	23.7
CCCCCC(=O)NC1CCCCN(C)C1=O (stereo not drawn)	-2.3	0.9
C[C@H]1[C@H](c2ccccc2)Oc2cccc(N3CCCC3)c2S(=O)(=O)N1Cc1cccc(F)c1	0.7	-9.2
CCOC(=O)C1(C(=O)OCC)N=C(c2ccccc2)C=C1c1ccccc1	-0.4	6.6
CCc1c(-c2cccc(Br)c2)ncn1CCc1ccccc1OC	0.3	7.2
c1coc(-c2nc3c4ccccc4ccn3c2Cc2ccsc2)c1	0.1	9.0
COC(=O)C1=C(C)N(Cc2cccc(C(F)(F)F)c2)C(=NCc2cc(OC)c(OC)c(OC)c2)NC1c1cccc(Cl)c1 (stereo not drawn)	0.9	-4.8
O=C(N[C@H](Cc1ccccc1)C(=O)N1CCCN(Cc2ccccc2F)CC1)[C@H]1O[C@@H](n2ccc(=O)[nH]c2=O)[C@H](O)[C@@H]1O	1.6	4.8
O=C(O)CCCC[n+]1ccccc1	1.0	-0.9
Cc1cccc(C)c1NC(=O)C1C(c2ccc3c(c2)OCO3)=Nc2ccccc2N1C(=O)c1cccc2ccccc12 (stereo not drawn)	0.8	-1.9
CCCCN1CC(N2CCCC2)CS1(=O)=O (stereo not drawn)	0.4	7.1

2 compounds drawn at random from those above, as already listed:
SMILES	TcdB inh	CCHFV vOTU inh
COc1ccc(CCc2nc3ccccc3n2C(CCc2ccccc2)c2nc3ccccc3[nH]2)cc1 (stereo not drawn)	1.4	-10.5
Cc1ccc(C(=O)N(C)[C@H]2C[C@H]3c4[nH]c5c(-c6ccccc6)cccc5c4CCN3C(=O)[C@H]2[C@H](C)O)cc1	-0.8	20.5

Rewritten with two lines to a compound: two of the compounds above
Each structure is followed by: TcdB inh	CCHFV vOTU inh
> COC(=O)C1=C(C)N(Cc2ccc(F)cc2)C(=S)NC1c1ccc(F)cc1 (stereo not drawn)
  1.7	7.6
> C[C@H]1CN([C@@H](C)CO)C(=O)CCCn2nncc2CO[C@@H]1CN(C)CC1CC1
  1.0&0.8	3.7

Next entries
SMILES	TcdB inh	CCHFV vOTU inh
COc1ccccc1Cc1c(C2CCCCC2)nc2c(C)cc(Br)cn12	0.1	7.3
O=C(Nc1ccccc1)OC[C@@H]1CSCCS(=O)(=O)N1	1.0	-6.5
CCOC(=O)[C@]12CCCC=C1N(CCC1=CCCCC1)C(=O)[C@H](CC(=O)N1CCCCC1)C2	1.8	2.9
C#CCOc1ccccc1C(=O)NNc1ccc([N+](=O)[O-])cc1[N+](=O)[O-]	2.1	5.8
C[C@H](CO)N1C[C@H](C)[C@H](CN(C)C(=O)Nc2ccc(F)cc2)Oc2ncc(Br)cc2C1=O	1.7&-0.1&1.2	-3.0
COc1ccccc1S(=O)(=O)N[C@@H]1CC[C@@H](CCn2cc(C3CC3)nn2)O[C@@H]1CO	0.1&1.3	5.9
COC(=O)[C@@]12C[C@@H](CC(=O)NCc3cccc4ccccc34)C(=O)N(Cc3ccccc3)C1=CCC(C)(C)C2	-0.4	9.7
CC(=O)N[C@@H]1C[C@@H]2O[C@H](CO)CC[C@@H]2O[C@@H]1CCc1ccc(-c2ccc(F)cc2)cc1	1.3	5.9
O=[N+]([O-])c1ccc(SN2CCCCC2)c([N+](=O)[O-])c1	1.4	1.4
CC(C(=O)NC(C)(C)C)n1c(-c2ccc3c(c2)OCO3)nc2ccccc21 (stereo not drawn)	0.8	3.8
COC(=O)C1=C(C)N(Cc2ccc(C(F)(F)F)cc2)C(=NCc2ccc(C(F)(F)F)cc2)NC1c1ccccc1C(F)(F)F (stereo not drawn)	1.5	12.1
CCC1CCCCN1C(=S)NN=C(C)c1ccccn1 (stereo not drawn)	-0.5	5.2
C#CCN1C(=O)[C@]2(OCCC=C[C@H]2C)c2cc(OC)ccc21	1.1	-12.8
CC(N)Cc1ccc(O)cc1 (stereo not drawn)	-0.4&0.3	7.8&2.2
O=C1Nc2ccccc2-n2nnnc2C1N1CCN(c2ccccn2)CC1 (stereo not drawn)	-0.3	0.7
CC(C)NC(=O)C1(C)CN(S(C)(=O)=O)CC(=O)N1Cc1ccco1 (stereo not drawn)	1.3	-7.4
C[C@H](O)[C@@H]1CN2CCc3c([nH]c4c(-c5ccccc5)cccc34)[C@@H]2C[C@@H]1N(C)C(=S)NCCc1ccccc1	0.3	-2.1
O=C(Nc1ccc2c(c1)OCCO2)C(c1ccccc1)n1c(=O)c(-c2cc3ccccc3[nH]2)nc2ccccc21 (stereo not drawn)	0.9	-30.8
COc1cc(N2CCC(O)CC2)ccc1Nc1cc(Nc2ccccc2S(=O)(=O)C(C)C)c2cc[nH]c2n1	-2.7	23.0
COc1ccc(-c2nnn3c2C2c4cc(-c5cccc(F)c5)ccc4CCN2C(=O)C3)cc1 (stereo not drawn)	0.5	18.6
CN1OC[C@@H]2CN3C(=Nc4cc(C(F)(F)F)cc(C(F)(F)F)c4)Sc4ccccc4[C@@H]3C[C@@H]21	0.6	8.1
CC(=O)N1CCC(C(=O)N2c3ccccc3N=C(c3ccc4c(c3)OCO4)C2C(=O)Nc2c(C)cccc2C)CC1 (stereo not drawn)	1.1	-0.1
Cc1cccc(C)c1NC(=O)C1(C)CSCC(=O)N1CC(F)(F)F (stereo not drawn)	1.1	17.8
O=C(c1ccc2c(c1)C(=O)NC2=O)c1ccc2c(c1)C(=O)NC2=O	-0.1	-1.7
C[C@H](CO)N1C[C@H](C)[C@@H](CN(C)S(=O)(=O)c2ccc(F)cc2)Oc2ncc(Br)cc2C1=O	0.7&1.4	11.6
O=C(NCc1ccccc1)C(c1ccccc1F)n1c(=O)c(-c2cc3ccccc3[nH]2)nc2ccccc21 (stereo not drawn)	0.8	-24.6
COC(=O)[C@]12CCCCC=C1N(CCc1ccc(OC)c(OC)c1)C(=O)[C@H](CC(=O)N1CCOCC1)C2	-0.1	5.1
CSCCC(C(=O)NC1CCCC1)n1c(-c2ccncc2)nc2ccccc21 (stereo not drawn)	0.0	-9.4
CCOC(=O)[C@]12CCCC=C1N(CCc1ccc(OC)c(OC)c1)C(=O)[C@H](CC(=O)NCCCN1CCCC1=O)C2	0.9	4.9
CCCCCCCCN1CC(Cc2cc3ccccc3c3ccccc23)N(c2ccccc2)c2ccccc2C1=O (stereo not drawn)	1.1	0.9
CCC(=O)N[C@H]1C=C[C@H](CC(=O)OC)O[C@@H]1CO	-0.4&0.9	3.0
C#CCNC(=O)C[C@H]1C[C@@]2(C(=O)OC)C(=C[C@H](COCc3ccccc3)O[C@@H]2C)N(CCC2=CCCCC2)C1=O	1.0	-1.9
C[C@H](CO)N1C[C@H](C)[C@H](CN(C)Cc2cccc(F)c2)Oc2ncc(C3=CCCC3)cc2C1=O	1.2&0.8&1.2	2.3
Nc1[nH]c(C(=O)c2ccc(Br)cc2)c(-c2ccc(Cl)cc2Cl)c1C(=O)NCCc1c[nH]c2ccccc12	0.6	11.6
CCCCCNC(=O)C(c1ccnc2ccccc12)n1c(=O)c(-c2ccccc2)nc2ccccc21 (stereo not drawn)	-2.2	2.0
COC(=O)[C@@]12C[C@@H](CC(=O)NCc3cccs3)C(=O)N(Cc3cccc4ccccc34)C1=CCC(C)(C)C2	1.3	14.3
Cc1ccc(S(=O)(=O)N2[C@H](CC(=O)Oc3ccccc3)OC[C@@H]2C(C)C)cc1	-1.1	6.0
OC1CN2CCCC(O)C2C1O (stereo not drawn)	0.9	-7.0
CC1(C(=O)NCc2ccccc2)CSCC(=O)N1Cc1cccs1 (stereo not drawn)	-3.1	0.4
CC(C)CN1C(=O)CSCC1(C)C(=O)Nc1ccc2c(c1)OCCO2 (stereo not drawn)	1.0	-3.2
CCC(=O)Nc1ccc2c(c1)OC[C@@H](C)N(Cc1cccc(F)c1)C[C@@H](C)[C@@H](OC)CN(C)C2=O	0.8&0.1	-7.4
COC(=O)C1=C(C)N(C)C(=NCc2cc(OC)c(OC)c(OC)c2)NC1c1cccc(F)c1 (stereo not drawn)	0.8	-0.6
Cc1cc(N2CCN(CC(C)(C)O)C[C@@H]2C)ccc1N1CCN(Cc2ccccc2)[C@@H](C)C1	-5.3	7.2
COC1C(O)CCC2(CO2)C1C1(C)OC1CC=C(C)C (stereo not drawn)	1.3	-6.3

Compound activity: PubChem, several laboratories

The list is partial; the hit share may differ from the screen's.
